PfHsp90 yeast 2 – growth inhibition of PfHsp90-expressing yeast, primary screen, antimalarial PfHsp90 inhibitor project, S. cerevisiae, BacTiter-Glo luminescence, single point, set 2 | 310,000 compounds, 0.32% hits | inhibition, % at 9.4 µM | BacTiter-Glo ATP, 48 h; yeast lacking PDR1 and PDR3 efflux regulators;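 active = every replicate shows inhibition above about 80%, whatever the replicate mean, limit read from the data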;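 note: 0% = DMSO neutral controls and 100% = 20 µM radicicol positive controls; yeast relying on Plasmodium falciparum Hsp90 in place of its own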
PvdQ acylase – P. aeruginosa PvdQ acylase inhibitors, primary screen, biochemical, fluorescence, plate reader and imaging, single point; PvdQ acylase [Pseudomonas aeruginosa LESB58]; purified PvdQ acylase; inhibition, % at 10 µM; 340,000 compounds, 0.063% hits; in the data active = inhibition above about 30%, passing the limit was not always enough;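 note: 0% = vehicle neutral wells and 100% = reference inhibitor wells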
SR-BI DiI-HDL act – activators of SR-BI mediated DiI-HDL uptake, primary screen, ldlA[mSR-BI] CHO cells, DiI fluorescence. 3 h; 100 = double the neutral-control signal. activation, % at 12.5 µM. 320,000 compounds, 0.096% hits. AID 504775, 2011;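 active = mean replicate activation of at least 60% and every replicate at or above 60%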;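 note: 0% = median plate neutral-control signal and 100% = twice that signal; values of inactives mirror those of a sister screen read the other way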
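System: CHO ldlA[mSR-BI] cells / Medium: HEPES-buffered (25 mM, pH 7.4) F12 plus 0.5% BSA / Probe or stimulus: labelled HDL, 10 µg/mL / Doses: single compound concentration, delivered by pin transfer / Schedule: 3 h, 37 °C / Measured by: DiI fluorescence, bottom read / Measure: cell-associated DiI fluorescence as measure of HDL uptake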
CAL PDZ FP-1 – CAL PDZ peptide-binding inhibitors, primary screen, biochemical, fluorescence polarization, Cer-tagged CAL PDZ, HTS. Golgi-associated PDZ and coiled-coil motif-containing protein (Homo sapiens), Q9HD26. purified CAL PDZ, TMR-peptide fluorescence polarization, 1 h. inhibition, % at 20 µM. 330,000 compounds, 0.02% hits. AID 504414, 2011;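 active = highest replicate inhibition of at least 40%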;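 note: plate controls were DMSO neutral control wells for no effect and unlabeled competitor peptide control wells for full effect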
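material = purified tagged CAL PDZ domain construct (CerCALP) | buffer or medium = sodium phosphate/NaCl buffer pH 7.4 with TCEP, IgG, Thesit | reagent = TMR-labelled reporter peptide T*-PRC34 bound in PDZ groove | incubation = 1 h room-temperature incubation prior to read | measured by = fluorescence polarization (mP) | evaluation = percent inhibition from loss of millipolarization | control set = unlabelled peptide and DMSO controls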
Rtt109 Vps75 – inhibitors of C. albicans Rtt109/Vps75 HAT, primary screen, biochemical, ThioGlo CoA-SH fluorescence, plate reader | purified Rtt109/Vps75, 4 h | 330,000 compounds, 0.16% hits | Histone acetyltransferase RTT109 (Candida albicans (strain SC5314 / ATCC MYA-2876)), … | inhibition, % at 34.9 µM;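 active = inhibition of at least 50% in every replicate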
Target sequence (Q5AAJ8 whole entry, looked up): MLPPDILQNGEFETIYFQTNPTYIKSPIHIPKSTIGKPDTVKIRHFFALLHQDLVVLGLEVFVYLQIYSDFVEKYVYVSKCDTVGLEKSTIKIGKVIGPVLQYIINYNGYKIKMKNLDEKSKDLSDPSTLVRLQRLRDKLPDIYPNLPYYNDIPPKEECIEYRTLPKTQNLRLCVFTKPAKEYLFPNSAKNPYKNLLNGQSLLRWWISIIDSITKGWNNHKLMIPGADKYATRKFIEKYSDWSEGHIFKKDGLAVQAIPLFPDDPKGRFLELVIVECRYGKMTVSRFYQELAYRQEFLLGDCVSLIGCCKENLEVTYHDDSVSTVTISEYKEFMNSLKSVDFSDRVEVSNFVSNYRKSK
NSD2 inh – NSD2 histone methyltransferase inhibitors, primary screen, biochemical, AlphaScreen, single concentration, set 2; Histone-lysine N-methyltransferase NSD2 (Homo sapiens), O96028; NSD2 peptide methylation, 120 min; inhibition, % at 12.5 µM; 310,000 compounds, 0.54% hits; AID 743445, 2014; in the data active = inhibition above about 50%
CAL PDZ FP-2 – untagged CAL PDZ binding inhibitors, primary screen, biochemical, fluorescence polarization, HTS | purified CAL PDZ, TMR-peptide fluorescence polarization, 1 h | inhibition, % at 24.9 µM | 300,000 compounds, 0.92% hits | AID 602252, 2012;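 active = mean inhibition of at least 30% with at least half of replicates also reaching 30%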;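 note: 0% = DMSO neutral control and 100% = excess unlabeled competitor peptide PRC23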
MITF act – activators of MITF-driven TRPM1 promoter reporter, primary screen, cell-based, SK-MEL-5, luciferase, single point; activation, % at 12.5 µM; 300,000 compounds, 0.75% hits; SK-MEL-5 TRPM1-promoter luciferase, 24 h; % of positive control, neutral wells = 0; AID 588334, 2011;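 active = mean activation of at least 80% with every replicate also reaching 80%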;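 note: 0% = neutral control wells and 100% = parthenolide positive control wells; values of inactives mirror those of a sister screen read the other way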
dFosB act – activators of delta FosB homodimer, primary screen, biochemical, fluorescence polarization, TAMRA-CDK5 oligo, single point; purified delta FosB; percent of positive-control signal above neutral wells; activation, % at 25 µM; 340,000 compounds, 0.99% hits; AID 493131, 2011;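 active = mean activation above about 17%, with every replicate also reaching it, limit read from the data, passing the limit was not always enough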;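 note: fluorescence polarization rise as delta FosB binds a TAMRA Cdk5 AP-1 oligo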
SR-BI HDL uptake – inhibitors of SR-BI mediated HDL lipid uptake, primary screen, ldlA[mSR-BI] cells, fluorescence, single point; Scavenger receptor class B member 1 (Mus musculus), Q61009; ldlA[mSR-BI] CHO cells, DiI-HDL uptake fluorescence, 3 h; inhibition, % at 12.5 µM; 320,000 compounds, 0.96% hits; AID 488896, 2010;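 active = mean replicate inhibition of at least 70% and a set share of replicates each scoring 70 or more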;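 note: 0% = median of neutral control wells and 100% = median of positive control wells; values of inactives mirror those of a sister screen read the other way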
Target sequence (Q61009 whole entry, looked up): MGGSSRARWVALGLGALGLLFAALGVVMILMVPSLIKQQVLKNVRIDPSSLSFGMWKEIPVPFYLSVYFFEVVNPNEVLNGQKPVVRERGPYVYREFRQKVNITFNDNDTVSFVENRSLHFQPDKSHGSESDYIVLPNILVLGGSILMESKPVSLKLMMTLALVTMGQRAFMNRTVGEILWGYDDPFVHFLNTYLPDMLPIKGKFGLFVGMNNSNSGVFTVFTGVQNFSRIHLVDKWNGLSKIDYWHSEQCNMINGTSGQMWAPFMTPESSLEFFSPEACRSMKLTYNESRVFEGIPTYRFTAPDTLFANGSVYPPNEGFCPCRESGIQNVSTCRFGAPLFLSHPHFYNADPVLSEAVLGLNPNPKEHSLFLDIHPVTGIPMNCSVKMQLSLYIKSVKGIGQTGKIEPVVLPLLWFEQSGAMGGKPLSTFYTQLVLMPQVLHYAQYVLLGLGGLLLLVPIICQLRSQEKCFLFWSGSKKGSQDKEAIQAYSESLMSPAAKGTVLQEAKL
Numbers without * were called inactive; . = not tested or not shown.

nr	SMILES	PfHsp90 yeast 2	PvdQ acylase	SR-BI DiI-HDL act	CAL PDZ FP-1	Rtt109 Vps75	NSD2 inh	CAL PDZ FP-2	MITF act	dFosB act	SR-BI HDL uptake
1	CCOC(=O)[C@@H]1[C@H]2COc3ccc(Br)cc3[C@H]2N2C(=O)N(c3cccc(Cl)c3)C(=O)[C@]12C	-27	10	4	-0.3	8	.	-3	-9	-2	-4
2	Cc1ccc(C(=O)N2CCN=C2SCc2ccc([N+](=O)[O-])cc2)cc1C	9	-4	-23	-1.8	5	.	-6	-8	-8	23
3	Cc1ccc(-c2n[nH]c3c2CCC3)cc1	-5	9	-14	-1.5	17	4	2	39	-10	14
4	CC(C)CNc1c(N)n(CC(C)C)c(=O)[nH]c1=O	15	-8	0	-0.9	0	-5	2	-3	-1	0
5	COc1ccc(C2C(C(=O)NCC3CCCO3)c3cc(OC)c(OC)cc3C(=O)N2C)cc1OC (stereo unspecified)	-3	-16	8	-0.5	-7	0	-2	7	-2	-8
6	CCCC[C@@H]1C=C(C(=O)O)[C@H](c2ccc(Cl)c(Cl)c2)N1S(=O)(=O)c1ccc(C)cc1	-6	-1	1	-0.3	4	.	-22	-6	0	-1
7	Cn1c(=O)n(CCOc2ccc(Cl)cc2Cl)c2ccccc21	11	10	-20	.	0	-5	-5	9	9	20
8	C/C(=N\NC(=O)c1ccc(C)cc1)C1C(=O)c2ccccc2C1=O	.	-1	-34	-1.9	-3	18	-1	.	-5	34
9	OC1CCCN(C(=S)Nc2ccc(SC(F)F)cc2)C1 (stereo unspecified)	0	18	21	0.4	-4	0	-2	1	4	-21
10	COc1ccccc1-c1cc(C(F)(F)F)nc(S(=O)(=O)CCCC(=O)N2CCOCC2)n1	-49	-12	12	0.2	-6	-1	.	.	-18	-12
11	O=C(NCc1ccccn1)c1ccc(Cl)c(S(=O)(=O)N2CCCCC2)c1	15	-12	-1	.	2	0	-2	-11	1	1
12	CC(C)N1C(=O)C2C(C(=O)NC3CCCCC3)C3C=CC2(O3)C1C(=O)NC1CCCC1 (stereo unspecified)	-1	-12	11	-1.2	7	2	0	-4	7	-11
13	CN(C)CCN(C(=O)c1ccc(C(=O)c2ccccc2)cc1)c1nc2cc3c(cc2s1)OCCO3	-23	-16	-18	-0.8	8	10	.	33	24*	18
14	CCCn1c(SCC(=O)N2CCCc3ccccc32)nnc1-c1ccccn1	12	-12	6	-3.0	8	-33	12	.	0	-6
15	CCCC(c1nnnn1CC(=O)OCC)N(Cc1cc2c(C)cc(C)cc2[nH]c1=O)C1CCCC1 (stereo unspecified)	15	4	-3	-0.1	2	2	.	-5	-1	3
16	O=C(Cn1ncc2c(=O)oc3ccccc3c21)N1CCCc2ccccc21	2	-1	-21	-2.5	-1	11	3	-3	-11	21
17	CCCCc1nc(N2CCOCC2)c(C#N)c2c1COC(C)(C)C2	4	0	-62	-1.0	-9	-1	-9	2	-6	62
18	O=C(OC1CCS(=O)(=O)c2sccc21)c1ccccc1 (stereo unspecified)	-1	8	.	-0.8	29	-1	8	-9	1	.
19	Cc1noc(C)c1N=Nc1ccccc1C(=O)O	-5	9	7	0.6	8	-1	.	2	-3	-7
20	COc1cc2ccccc2cc1C(=O)N1CCN(C)CC1	5	4	17	-1.3	34	1	-3	0	-3	-17
21	CCCS(=O)(=O)c1c(S(=O)(=O)CCC)c2cnccn2c1C(=O)c1ccc(Cl)cc1	.	11	26	0.3	3	1	-1	8	4	-26
22	O=C1NC(=Nc2cccc([N+](=O)[O-])c2)SC1(CO)CO	12	-1	16	-0.7	6	-2	-5	0	-2	-16
23	Cc1cc(C)c(NC(=O)C2CCCN2CCOC(=O)c2cccc([N+](=O)[O-])c2)c(C)c1 (stereo unspecified)	-4	0	14	-0.8	23	5	0	-6	-11	-14
24	COc1ccccc1C(=O)Nc1ccc(CN2CCCCC2)cc1	-18	-17	2	-0.7	6	2	-1	3	0	-2
25	CC(=O)Oc1c(I)cc(I)cc1C(=O)Nc1ccc(Cl)cc1	.	-19	4	-1.6	1	0	-1	9	-4	-4
26	COC(=O)c1cc(NS(=O)(=O)c2ccc(N3CCC(C)CC3)c([N+](=O)[O-])c2)cc(C(=O)OC)c1	-41	-7	-4	-2.1	-3	4	1	14	-9	4
27	CC(C)(C)OC(=O)N1O[C@H]2C[C@@H]1[C@@H]1[C@@H]2N=NN1C12CC3CC(CC(C3)C1)C2	-6	-22	15	-0.9	5	.	-4	5	-10	-15
28	COc1ccccc1C(=O)N(NC(=O)Oc1ccccc1)C(C)(C)C	-16	19	12	-1.5	-4	-2	-1	2	6	-12
29	COc1ccc(NC(=S)N2CCC(N(C)CC3CCCO3)CC2)cc1 (stereo unspecified)	-2	27	33	-0.3	6	-2	-1	4	0	-33
30	COc1cccc(Cn2cccc(NC(=O)NCc3ccccc3)c2=O)c1	-19	-11	-8	-1.1	-6	2	0	.	-4	8
31	Cc1cc(OCC(=O)N2CCOCC2)c(C(C)C)cc1Cl	-10	-6	-28	-1.8	-2	-2	-3	-2	1	28
32	COc1ccc(N/C=C\C(=O)c2ccc(Br)cc2)cc1OC	-22	0	-28	-0.2	-1	1	-3	46	-2	28
33	CCCOC1OC(=O)c2c1ccc(OC)c2OC (stereo unspecified)	6	-15	12	-1.9	-8	-3	-1	2	8	-12
34	CC(NC(=O)COC(=O)CCC(=O)c1ccc(Cl)cc1)c1ccccc1 (stereo unspecified)	.	-14	16	-0.9	1	-1	.	4	-9	-16
35	CC(=O)Nc1ccc(C(=O)CSc2ncn(-c3ccccc3)n2)cc1	-3	-11	-22	-1.2	4	-1	-4	19	-11	22
36	COc1cc(C(=O)Nc2ccc3c(c2)ncn3C(C)(C)C)cc(OC)c1OC	11	-1	-25	-3.5	-3	1	-7	.	2	25
37	CC(C)C(=O)N=c1sc2cccc(F)c2n1C	-14	4	.	-0.3	-4	0	-1	15	-4	.
38	Cc1nn(C(=O)N2CCOCC2)c(C)c1C	23	-9	16	-2.3	0	1	0	0	4	-16
39	CCn1c(C)c(C(=O)O)c2cc(OC)c3ccccc3c21	19	-8	33	-0.2	0	1	5	-18	1	-33
40	CCOCCn1c(SCc2ccc(F)cc2)nc2c1c(=O)[nH]c(=O)n2C	11	0	-7	-0.6	0	.	.	.	-5	7

2 entries picked at random from the list so far, as already listed:
nr	SMILES	PfHsp90 yeast 2	PvdQ acylase	SR-BI DiI-HDL act	CAL PDZ FP-1	Rtt109 Vps75	NSD2 inh	CAL PDZ FP-2	MITF act	dFosB act	SR-BI HDL uptake
35	CC(=O)Nc1ccc(C(=O)CSc2ncn(-c3ccccc3)n2)cc1	-3	-11	-22	-1.2	4	-1	-4	19	-11	22
36	COc1cc(C(=O)Nc2ccc3c(c2)ncn3C(C)(C)C)cc(OC)c1OC	11	-1	-25	-3.5	-3	1	-7	.	2	25

Compounds shown so far with a carbonyl joined to an NH by a bond outside any ring, in the order listed:
nr	SMILES	PfHsp90 yeast 2	PvdQ acylase	SR-BI DiI-HDL act	CAL PDZ FP-1	Rtt109 Vps75	NSD2 inh	CAL PDZ FP-2	MITF act	dFosB act	SR-BI HDL uptake
5	COc1ccc(C2C(C(=O)NCC3CCCO3)c3cc(OC)c(OC)cc3C(=O)N2C)cc1OC (stereo unspecified)	-3	-16	8	-0.5	-7	0	-2	7	-2	-8
8	C/C(=N\NC(=O)c1ccc(C)cc1)C1C(=O)c2ccccc2C1=O	.	-1	-34	-1.9	-3	18	-1	.	-5	34
11	O=C(NCc1ccccn1)c1ccc(Cl)c(S(=O)(=O)N2CCCCC2)c1	15	-12	-1	.	2	0	-2	-11	1	1
12	CC(C)N1C(=O)C2C(C(=O)NC3CCCCC3)C3C=CC2(O3)C1C(=O)NC1CCCC1 (stereo unspecified)	-1	-12	11	-1.2	7	2	0	-4	7	-11
23	Cc1cc(C)c(NC(=O)C2CCCN2CCOC(=O)c2cccc([N+](=O)[O-])c2)c(C)c1 (stereo unspecified)	-4	0	14	-0.8	23	5	0	-6	-11	-14
24	COc1ccccc1C(=O)Nc1ccc(CN2CCCCC2)cc1	-18	-17	2	-0.7	6	2	-1	3	0	-2
25	CC(=O)Oc1c(I)cc(I)cc1C(=O)Nc1ccc(Cl)cc1	.	-19	4	-1.6	1	0	-1	9	-4	-4
28	COc1ccccc1C(=O)N(NC(=O)Oc1ccccc1)C(C)(C)C	-16	19	12	-1.5	-4	-2	-1	2	6	-12
30	COc1cccc(Cn2cccc(NC(=O)NCc3ccccc3)c2=O)c1	-19	-11	-8	-1.1	-6	2	0	.	-4	8
34	CC(NC(=O)COC(=O)CCC(=O)c1ccc(Cl)cc1)c1ccccc1 (stereo unspecified)	.	-14	16	-0.9	1	-1	.	4	-9	-16
35	CC(=O)Nc1ccc(C(=O)CSc2ncn(-c3ccccc3)n2)cc1	-3	-11	-22	-1.2	4	-1	-4	19	-11	22
36	COc1cc(C(=O)Nc2ccc3c(c2)ncn3C(C)(C)C)cc(OC)c1OC	11	-1	-25	-3.5	-3	1	-7	.	2	25

High-throughput results: PubChem BioAssay, Broad Institute
